hcDAF12 agonist – H. contortus DAF-12 nuclear receptor activators, primary screen, cell-based, luminescence, HEK293, lit1-tk-luc reporter. HEK293 hcDAF-12 lit1-tk-luc reporter; 0% DMSO, 100% Δ7-dafachronic acid. activation, % at 6.8 µM. 1.4% of 370,000 active. AID 652067, 2013;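 active = activation above the mean of all tested compounds plus 3 SD, cut at about 5.5% in these data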;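 also: 100% = response to 3 µM Δ7-dafachronic acid high control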
ssDAF12 agonist – S. stercoralis DAF-12 nuclear receptor activators, primary screen, cell-based, luminescence, HEK293, GRIP1 co-expression, lit1-tk-luc. Nuclear hormone receptor DAF-12 (Strongyloides stercoralis). HEK293 ssDAF-12/GRIP1 lit1-tk-luc reporter; % of 3 µM dafachronic acid response. activation, % at 6.8 µM. 1% of 370,000 active. AID 652126, 2013;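 active = activation above the mean over all tested compounds plus 3 SD, cut at about 0.9% in these data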;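 also: 0% = DMSO-only wells and 100% = 3 µM delta7-dafachronic acid wells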
DAX1 inh-1 – DAX1 (NR0B1) inhibitors, primary screen, cell-based, HEK293, Gal4-DAX1, luciferase luminescence | Nuclear receptor subfamily 0 group B member 1 (Homo sapiens), P51843 | 0.99% of 340,000 active | inhibition, % at 6.75 µM | HEK293 Gal4-DAX1 luciferase reporter | AID 504766, 2011;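 active = inhibition above the mean over all tested compounds plus 3 SD, cut at about 4.2% in these data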;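 also: 0% = DAX1-transfected cells with DMSO and 100% = empty-vector control cells with DMSO; inhibition shows as a rise in luminescence from relieved DAX1 repression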
PLCg1 inh – PLC-gamma1 enzyme inhibitors, primary screen, biochemical, fluorescence, purified enzyme; 1-phosphatidylinositol 4,5-bisphosphate phosphodiesterase gamma-1 (Homo sapiens), P19174; fluorogenic substrate; inhibition, % at 12.2 µM; 0.84% of 370,000 active; in the data active = inhibition above about 9.5%
ADAM10 inh – human ADAM10 inhibitors, primary screen, biochemical, QFRET, HTS; Disintegrin and metalloproteinase domain-containing protein 10 (Homo sapiens), O14672; recombinant ADAM10, EDANS/DABCYL FRET peptide cleavage, 3 h; inhibition, % at 7 µM; 0.62% of 370,000 active;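 active = inhibition above a per-campaign cutoff equal to the mean of compounds falling between control-based bounds plus 3 SD, cut at about 20% in these data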;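 also: 0% = DMSO wells while the 100% control is not disclosed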
Target sequence (O14672 214-748 limits assumed): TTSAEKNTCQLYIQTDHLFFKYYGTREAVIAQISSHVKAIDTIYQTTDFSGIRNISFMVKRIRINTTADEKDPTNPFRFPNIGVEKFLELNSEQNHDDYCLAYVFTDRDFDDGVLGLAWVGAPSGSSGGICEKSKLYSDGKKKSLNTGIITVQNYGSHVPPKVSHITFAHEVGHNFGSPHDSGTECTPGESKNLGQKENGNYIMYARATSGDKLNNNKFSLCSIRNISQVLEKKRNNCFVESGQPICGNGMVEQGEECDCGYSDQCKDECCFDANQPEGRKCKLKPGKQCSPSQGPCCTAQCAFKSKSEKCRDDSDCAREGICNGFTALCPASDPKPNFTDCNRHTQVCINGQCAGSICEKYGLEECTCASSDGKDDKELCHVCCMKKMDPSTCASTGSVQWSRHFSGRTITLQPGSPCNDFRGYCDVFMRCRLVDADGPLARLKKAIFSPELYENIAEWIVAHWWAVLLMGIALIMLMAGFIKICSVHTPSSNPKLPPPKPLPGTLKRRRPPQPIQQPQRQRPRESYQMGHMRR
hgDAF-12 ag – H. glycines DAF-12 receptor agonists, primary screen, cell-based, luminescence, HEK293, GAL4 fusion, UAS-luciferase; HEK293 GAL4-hgDAF12 UAS-luciferase reporter, agonist luminescence; normalized to butyrate control; Nuclear hormone receptor DAF-12 (Heterodera glycines), GAL4 fusion; AID 687014, 2013; activation, % at 6.8 µM; 1.8% of 370,000 active;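 active = activation above a cutoff set at the mean of all screened compounds plus 3 SD, cut at about 10% in these data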;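 also: 0% = DMSO wells and 100% = sodium butyrate wells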
PLCb3 inh – human PLC-beta3 inhibitors, primary screen, biochemical, fluorescence; 1-phosphatidylinositol 4,5-bisphosphate phosphodiesterase beta-3 (Homo sapiens), Q01970; Purified PLC-beta3, fluorogenic substrate; 0.18% of 370,000 active; AID 720704, 2013; inhibition, % at 12.2 µM; in the data active = inhibition above about 11%;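 also: 0% = median of compound wells on plate and 100% = full blocker control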
FXN GAA850 act – FXN promoter activators, primary screen, cell-based, luciferase luminescence, HEK293 lucGAA850; activation, % at 6 µM; HEK293 lucGAA850 FXN promoter luciferase reporter, 24 h; percent of 10 µM SAHA response; 0.56% of 360,000 active; AID 540364, 2011;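 active = activation above the average of all compounds screened plus 3 SD, cutoff fixed separately per campaign, cut at about 7.5% in these data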;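 also: 0% = DMSO wells and 100% = 10 µM SAHA wells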
DAX1 inh-2 – DAX1 (NR0B1) inhibitors on StAR promoter, primary screen, cell-based, luminescence, SF-1 (NR5A1), full-length DAX-1; HEK293T StAR-luciferase reporter, SF-1/DAX-1 repression relief; inhibition, % at 6.8 µM; 1.1% of 370,000 active; AID 652010, 2013;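 active = inhibition above the mean over all tested compounds plus 3 SD, cut at about 3.6% in these data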;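 also: 0% = DAX-1 cells with DMSO and 100% = cells lacking DAX-1 with DMSO; higher inhibition means more luminescence from relief of DAX-1 repression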
sPLA2-III inh – human group III sPLA2 inhibitors, primary screen, biochemical, QFRET, BODIPY PC-A2 liposome substrate. QFRET BODIPY PC-A2 liposome hydrolysis, fluorescence. inhibition, % at 12.2 µM. 0.56% of 370,000 active;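 active = inhibition above mean plus 3 SD of compounds lying within the high and low control bounds, cut at about 19% in these data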;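 also: 0% = median of test compound wells and 100% = no enzyme DMSO wells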
Target sequence (Q9NZ20 whole entry, looked up): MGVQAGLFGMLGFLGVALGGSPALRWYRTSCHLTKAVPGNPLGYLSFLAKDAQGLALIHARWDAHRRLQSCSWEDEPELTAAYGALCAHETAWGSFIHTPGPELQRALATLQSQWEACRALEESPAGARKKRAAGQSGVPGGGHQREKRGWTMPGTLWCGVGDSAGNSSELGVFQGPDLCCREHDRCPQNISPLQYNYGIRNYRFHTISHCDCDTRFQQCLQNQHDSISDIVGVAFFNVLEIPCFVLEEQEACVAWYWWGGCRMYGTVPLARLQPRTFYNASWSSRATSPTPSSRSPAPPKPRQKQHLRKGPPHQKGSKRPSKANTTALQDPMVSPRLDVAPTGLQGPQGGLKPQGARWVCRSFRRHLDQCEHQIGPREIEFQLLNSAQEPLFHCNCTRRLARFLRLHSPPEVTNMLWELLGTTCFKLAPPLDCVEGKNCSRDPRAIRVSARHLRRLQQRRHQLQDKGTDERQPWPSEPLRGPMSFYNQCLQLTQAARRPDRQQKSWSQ
ADAM17 inh – ADAM17 inhibitors, primary screen, biochemical, QFRET | 0.83% of 370,000 active | recombinant ADAM17, EDANS/DABCYL FRET peptide cleavage | AID 720648, 2013 | inhibition, % at 6.95 µM;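 active = inhibition above the mean of compounds lying between control limits plus 3 SD, set per campaign, cut at about 8.5% in these data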;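 also: 0% = DMSO-only wells as the low control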
An asterisk follows results filed as active; / = not tested or not shown.

item	structure	hcDAF12 agonist	ssDAF12 agonist	DAX1 inh-1	PLCg1 inh	ADAM10 inh	hgDAF-12 ag	PLCb3 inh	FXN GAA850 act	DAX1 inh-2	sPLA2-III inh	ADAM17 inh
1	Cc1ccc(S(=O)(=O)N2CCOCC2)cc1NC(=O)COC(=O)Cc1ccc(Cl)cc1	-0.1	-0.8	0.7	-4.7	-0.5	1.8	-1.9	0.9	0.1	-12.5	1.3
2	COc1ccc(Cl)cc1C(=O)Nc1ccc(NC(C)=O)cc1	-0.5	-1.4	0.8	-3.6	-4.8	-0.1	-0.2	2.9	0.8	-2.1	-9.7
3	Cc1cccc(NC(=O)CCCN2C(=O)C(c3ccccc3)Oc3cccnc32)c1C (stereo not given)	-0.6	-0.6	0.8	-0.2	-4.3	-0.1	0.6	3.5	0.2	1.3	-0.1
4	COc1ccc(COC(=O)C2=C(C)NC(=O)NC2c2cc(Br)c(O)c(OC)c2)cc1 (stereo not given)	-0.7	-1.4	-0.8	-5.9	5.6	-1.3	-10.0	5.2	0.5	-12.5	0.0
5	COc1ccc(CNC(=O)c2ccc3c(c2)N(C)C(=O)CS3=O)cc1 (stereo not given)	0.3	-0.7	1.5	0.4	-3.6	0.8	4.0	-0.9	-0.7	-3.9	0.3
6	Cc1nc2ccc(NC(=O)c3ccc(Cl)c(S(=O)(=O)N(C)c4ccccc4)c3)cc2s1	2.9	-1.1	-2.1	1.3	-4.5	2.2	0.8	-2.7	-0.9	-4.5	-2.3
7	CCN1CCN(c2cc(C)c3cc(NC(=S)N4CCC5(CC4)OCCO5)ccc3n2)CC1	-2.1	-1.1	-1.7	-124.6	-294.7	-2.0	-157.1	1.2	-0.1	-3.2	-116.4
8	O=C(CC(=O)NCc1cccnc1)NCc1cccnc1	-1.8	-0.8	0.3	1.5	-0.3	-0.4	3.0	-1.1	0.3	3.2	-3.4
9	O=C(NCC1CCCO1)c1cc2c(s1)CCCC2 (stereo not given)	1.6	-0.8	1.3	1.5	-3.7	7.3	-4.1	2.3	4.8*	-3.6	1.4
10	CCCCOc1ccc(CNC(=O)NS(=O)(=O)c2ccc(OCC)cc2)cc1	-1.1	-1.2	-0.8	-0.3	5.0	1.5	-0.1	1.2	-0.2	-1.1	-9.2
11	CC(C)CCN1CCN(CCCn2cccn2)CC1CCO (stereo not given)	-0.8	-1.2	-1.5	2.6	0.2	-0.6	2.3	1.4	0.3	0.9	1.5
12	O=S(=O)(NCC(c1ccco1)N1CCN(c2ccccc2F)CC1)c1ccccc1 (stereo not given)	-2.9	-0.9	-0.6	3.9	6.4	-0.9	4.7	0.5	0.3	-15.3	2.1
13	C[C@@H]1[C@@H](O)C[C@@]2(C[C@H](O)c3cc(Cl)ccc3O2)O[C@H]1c1ccccc1Cl	-1.5	-0.9	/	0.2	6.1	-2.2	-3.3	/	-1.0	-24.2	5.7
14	CCCCN(C(=O)Cc1ccc(S(=O)(=O)N2CCOCC2)s1)c1ccccc1	0.3	-1.2	-1.3	-4.8	-6.3	-1.4	-2.8	1.6	-1.6	-12.7	-3.4
15	N#C/C(=C\c1ccncc1)c1nc2ccccc2o1	3.9	0.1	/	-138.5	-314.9	3.8	-183.0	-0.1	-0.1	-10.3	-117.2
16	COc1ccccc1NC(=O)c1cc(S(=O)(=O)N2CCCCCC2)ccc1F	-1.0	-1.4	0.1	1.9	5.0	-1.6	-4.9	0.3	-0.5	7.3	-1.1
17	CCOC(=O)Cc1csc(SC(C)C(=O)Nc2ccc(NC(C)=O)cc2)n1 (stereo not given)	-1.6	-1.3	-2.0	-1.2	-0.7	0.5	2.7	-3.6	0.3	-1.3	1.6
18	C/C(=N\NC(=S)Nc1c(C)cccc1C)c1ccc(OC(F)F)cc1	-1.6	-0.2	-0.3	-0.8	4.5	-2.5	2.7	-0.3	-0.8	4.3	1.7
19	O=C1OC(C(=O)O)Cc2ccccc21 (stereo not given)	-2.2	-1.3	-0.2	0.9	-5.5	-0.1	1.4	-6.0	-0.2	6.8	-4.6
20	S=C(NC1CC1)N1CCc2ccccc2C1	-1.5	-1.8	0.3	3.5	-10.7	-4.2	-5.6	0.3	0.7	14.4	-4.7
21	Cc1ccc(/C=N/c2sc3c(c2C#N)CCC3)s1	1.2	-1.1	2.3	-13.7	-7.6	-0.7	-16.2	0.6	0.7	-0.4	-3.6
22	Cc1cccn2c(/C=N/OCc3ccc(F)cc3)c(-c3ccc(Cl)cc3)nc12	2.3	-0.4	1.8	0.6	1.4	-0.9	2.4	-2.7	-0.3	13.2	-2.0
23	CSC1=C(C#N)C2(CCCCC2)C(C(=O)Nc2ccccc2)=C(C)N1	-1.2	-0.9	0.1	0.0	2.0	0.4	-7.7	-1.9	0.0	-0.6	-2.9
24	Cc1ccc(S(=O)(=O)Nc2ccc3nc(N)sc3c2)cc1	-2.1	-1.9	-0.8	-4.1	6.4	-1.6	-6.2	2.0	-1.9	-7.0	-1.9
25	Nc1nonc1-c1noc(N2CCOCC2)n1	4.3	-1.3	-0.2	4.1	8.1	0.6	4.2	4.4	0.3	1.3	-1.4
26	NC(=O)NC(=O)C(c1ccccc1)N1CCN(S(=O)(=O)c2ccc(Br)s2)CC1 (stereo not given)	0.4	-0.4	-0.7	-1.9	-4.4	3.9	-8.1	-0.2	-2.8	-9.6	-1.3
27	CC(Cl)C(=O)NNC(=O)CNS(=O)(=O)c1ccccc1 (stereo not given)	-0.4	-0.9	3.9	0.4	7.7	-2.1	4.2	0.2	-0.2	5.7	0.9
28	COc1ccc(OC)c(S(=O)(=O)NCCCN2CCCC2=O)c1	0.2	0.2	0.4	0.0	-0.5	-0.3	-0.7	1.6	2.3	1.9	-2.9
29	CCCN1CCN(CCCNC(=O)CN2C(=O)C(CC)Oc3ccccc32)CC1 (stereo not given)	-2.6	-0.8	0.2	2.9	-4.7	1.4	-1.0	1.0	-1.4	9.5	-1.6
30	Cc1ccc(-c2nc3c(Cl)cc(C(F)(F)F)cn3c2Cc2ccccc2C(F)(F)F)cc1	2.9	-0.2	/	0.3	13.0	-0.1	-0.2	/	-0.1	-18.9	3.6
31	Cc1cccc(C)c1NC(=O)C(c1ccncc1)n1c(=O)c(-c2ccco2)nc2ccccc21 (stereo not given)	5.0	2.1*	/	-130.0	-301.3	4.9	-165.0	/	1.9	3.4	-87.9
32	CCOC(=O)N1CCC(NS(=O)(=O)c2ccc(NC(C)=O)c(Cl)c2)CC1	-1.2	-2.2	/	-1.3	-0.6	-4.5	-7.7	-1.8	-1.1	-3.1	-0.7
33	O=C(Nc1ccc(S(=O)(=O)Nc2ccccn2)cc1)c1cccc(Br)c1	-1.6	-1.3	0.3	-2.6	-9.0	2.9	-5.8	2.2	-1.1	-20.0	-1.4
34	CN(C)C(=S)NC1(C)CCS(=O)(=O)C1 (stereo not given)	-0.6	-0.9	-0.3	1.2	0.9	1.1	-1.9	-0.6	-0.4	-2.6	0.2
35	Cc1ccc2nc(C)cc(N3CCOCC3)c2c1	-2.4	-1.0	2.1	4.8	-3.6	1.6	5.2	1.0	-0.8	3.9	-1.0
36	Cc1cccc(NC(=O)COc2ccc(/C=C\c3[nH]c(=O)[nH]c(=O)c3[N+](=O)[O-])cc2)c1	-0.7	-1.1	0.6	6.1	1.6	-3.0	0.7	1.4	0.5	-39.4	2.2
37	Cc1ccccc1N1CCN(C(=O)CCN2C(=O)c3ccccc3C2=O)CC1	-0.9	-1.6	0.1	0.6	6.8	0.1	-0.5	1.1	1.9	-0.7	-1.1
38	COc1ccc(C(=O)Nc2ccc(NC(=O)c3ccco3)cc2)cc1	-3.8	-1.4	0.5	2.1	4.4	-2.3	-0.6	0.0	-0.3	4.8	-0.1
39	O=C(NCC1CCCO1)/C(=C/c1ccc(Cl)cc1)NC(=O)c1ccccc1 (stereo not given)	-1.5	-0.6	0.7	1.1	-3.5	-1.7	-0.9	1.0	-0.5	-6.1	-2.2
40	O=C(Nc1cccc(S(=O)(=O)N2CCCCC2)c1)c1ccc2c(=O)n3c(nc2c1)CCCCC3	-7.4	-3.0	-4.0	0.7	7.8	-11.7	-0.2	-1.0	-3.4	-22.4	4.8
41	COc1ccc(Cl)cc1S(=O)(=O)N1CCCC(C(=O)N2CCCC2)C1 (stereo not given)	-1.0	-1.5	-0.3	4.1	-7.3	-2.0	-4.1	1.9	-1.4	-7.4	0.7
42	CC(=O)c1ccccc1C(=O)N1CCCC(N2CCN(Cc3ccc4c(c3)OCO4)CC2)C1 (stereo not given)	-0.3	-0.8	0.5	1.3	-4.0	-1.1	-7.9	-1.3	-0.2	9.8	-5.9
43	O=C(NNc1cccc(Cl)n1)Nc1cccc(Cl)c1	-0.5	-1.5	-0.6	6.0	-0.5	-0.1	3.5	-1.2	-0.4	0.2	-0.4
44	Cc1ccc(NC(=O)Nc2ccno2)cc1	0.5	-1.0	/	1.1	-1.2	3.2	-5.0	-1.1	0.4	-6.2	-1.4
45	COc1ccc(-c2cc(C(F)(F)F)n3ncc(C(=O)NCC4CCCO4)c3n2)cc1 (stereo not given)	-0.7	-1.0	-0.3	-156.2	-51.8	1.7	-181.1	3.2	-0.3	3.2	-17.4
46	Cc1cc(C(=O)N/N=C/c2ccc(-c3cccc(Br)c3)o2)n[nH]1	-2.2	-1.7	/	-13.0	-71.1	-0.2	-30.0	-0.5	0.2	5.3	-37.8
47	COCCNc1nc(-c2ccc(OC)cc2)c(-c2ccc(OC)cc2)s1	-2.2	-1.7	-1.8	-23.5	1.4	-2.5	-31.3	-2.4	-1.0	-3.9	3.4
48	CCCC(c1nnnn1Cc1cccs1)N1CCN(c2ccc(OC)cc2)CC1 (stereo not given)	-1.7	-1.1	0.7	8.4	7.1	-0.4	4.2	0.5	-0.3	8.5	2.0
